Screens deposited in PubChem BioAssay by Sanford-Burnham Center for Chemical Genomics.
CCR6 antag: antagonists of human CCR6 receptor; CHO-K1 CCR6 PathHunter beta-arrestin, luminescence, CCL20-stimulated; inhibition, % at 20 µM; hit rate 0.49% among 340,000; AID 493098; P51684;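 active means compounds whose inhibition of the agonist-driven luminescence signal at 20 µM reaches about 50%, limit read from the data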;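 further: cells stimulated with CCL20 at 14 nM final; plate controls were DMSO with CCL20 for no effect and DMSO without agonist for full effect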
CXCR6 block: blocks human CXCR6 beta-arrestin recruitment. O00574. CHO-K1 PathHunter CXCR6 beta-arrestin, luminescence. inhibition, % at 20 µM. hit rate 0.36% among 360,000. AID 602244; in the data active means inhibition above about 34%, passing the limit was not always enough;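 further: antagonist mode with CXCL16 agonist at 10 nM final; 0% = 10 nM CXCL16 with DMSO and 100% = unstimulated wells without agonist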
UBC13 inh: inhibitors of human UBC13 polyubiquitin chain formation. TR-FRET. hit rate 0.47% among 330,000. AID 485273. inhibition, % at 20 µM; in the data active means inhibition above about 45%, passing the limit was not always enough
Target sequence (P61088 whole entry, looked up): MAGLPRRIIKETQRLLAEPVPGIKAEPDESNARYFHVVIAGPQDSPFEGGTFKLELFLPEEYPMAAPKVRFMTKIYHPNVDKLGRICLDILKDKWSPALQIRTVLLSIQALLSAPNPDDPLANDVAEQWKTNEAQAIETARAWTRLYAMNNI
697 NFkB inh: inhibitors of the PMA/ionomycin-induced NF-kB reporter in 697 B cells | AID 435022 | inhibition, % at 4 µM | 697 B-cell NF-kB luciferase reporter, 16 h | hit rate 0.33% among 330,000; in the data active means inhibition above about 35%
Gli-Sufu block: blocks Gli-Sufu signaling in a luciferase reporter; Sufu-KO-LIGHT fibroblasts, Gli luciferase reporter luminescence; inhibition, % at 5 µM; hit rate 0.74% among 340,000;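 active means inhibition above about 55%, limit read from the data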;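 further: 0% = DMSO-treated cells and 100% = wells with medium but no cells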
EBI2 block: antagonists of human EBI2 receptor. P32249. EBI2 beta-arrestin recruitment, luminescence, 7a,25-OHC stimulated. inhibition, % at 5 µM. hit rate 0.81% among 360,000. AID 651636; in the data active means inhibition above about 38%;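 further: enzyme fragment complementation signal reports receptor beta-arrestin coupling in cells; 0% = agonist plus DMSO wells and 100% = wells without agonist; some results beyond the cut were filed as inactive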
Target sequence (P32249 whole entry, looked up, the tested form may be a part): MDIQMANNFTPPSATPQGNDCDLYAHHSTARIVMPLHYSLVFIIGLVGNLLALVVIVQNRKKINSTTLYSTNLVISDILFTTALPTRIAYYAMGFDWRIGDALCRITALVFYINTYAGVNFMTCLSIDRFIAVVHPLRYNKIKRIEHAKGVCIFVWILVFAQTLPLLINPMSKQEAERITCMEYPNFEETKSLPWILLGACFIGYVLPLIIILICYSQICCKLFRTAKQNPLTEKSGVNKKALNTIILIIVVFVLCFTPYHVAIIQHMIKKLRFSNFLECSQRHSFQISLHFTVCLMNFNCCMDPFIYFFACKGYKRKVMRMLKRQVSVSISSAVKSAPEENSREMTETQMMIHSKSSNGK
Jurkat NFkB inh: inhibitors of the PMA/ionomycin-induced NF-kB reporter in Jurkat cells | PMA/ionomycin-induced NF-kB luciferase reporter, luminescence | AID 435003 | inhibition, % at 4 µM | hit rate 0.53% among 330,000; in the data active means inhibition above about 50%
APJ antagonist: APJ receptor antagonism; hit rate 0.32% among 330,000; CHO-K1 APJ beta-arrestin complementation, luminescence; inhibition, % at 20 µM; P35414; AID 2521;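 active means inhibition above about 40% at 20 µM, limit read from the data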;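 further: cells challenged with 10 nM apelin-13 agonist together with compound; plate controls were apelin-13 plus DMSO wells for no effect and DMSO wells lacking apelin-13 for full effect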
Target sequence (P35414 whole entry, looked up): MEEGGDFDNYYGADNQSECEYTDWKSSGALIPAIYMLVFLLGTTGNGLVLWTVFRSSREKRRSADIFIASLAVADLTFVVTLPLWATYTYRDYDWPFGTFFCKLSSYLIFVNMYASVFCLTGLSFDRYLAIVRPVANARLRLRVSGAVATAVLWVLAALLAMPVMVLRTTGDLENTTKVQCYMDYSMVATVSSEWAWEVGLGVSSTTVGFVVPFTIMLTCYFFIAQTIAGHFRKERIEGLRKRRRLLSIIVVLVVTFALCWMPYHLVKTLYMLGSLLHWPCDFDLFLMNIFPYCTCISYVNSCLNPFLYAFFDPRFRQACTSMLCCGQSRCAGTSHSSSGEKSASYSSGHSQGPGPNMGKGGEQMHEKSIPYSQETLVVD
* marks the source's active call; other numbers are inactive results; x = no result given.

item | Molecule | CCR6 antag | CXCR6 block | UBC13 inh | 697 NFkB inh
1 | C#CCOCCOCCOCCNc1nc(N2CCN(C(=O)[C@H]([C@@H](C)CC)n3cc([C@@H](N)CC(C)C)nn3)CC2)nc(N2CCN(C(=O)[C@H](Cc3cc4ccccc4[nH]3)n3cc([C@@H](N)CC(C)C)nn3)CC2)n1 | x | x | 40 | 27
2 | O=C(O)C1=CC[C@@H](c2ccc(Cl)cc2)N(S(=O)(=O)c2ccc(Cl)cc2)C1 | 2 | 0 | -13 | 20
3 | CCN(CC)S(=O)(=O)c1ccc2c(c1)nc(CCC(=O)Nc1ccc(N3CCOCC3)cc1)n2C | 5 | 6 | -8 | 6
4 | CN1[C@@H]2CC[C@H]1CC(OC(=O)c1c[nH]c3ccccc13)C2 (stereo partly specified) | 5 | 1 | 1 | 12
5 | O=C(NCc1nc2ccccc2[nH]1)C1=C[C@@H](c2ccc(C(F)(F)F)cc2)C[C@@H](OCc2ccc(CO)cc2)O1 | -1 | 7 | -14 | -11
6 | O=C(CN1CCN(CCC(=O)Nc2ccccc2F)CC1)Nc1ccc(F)cc1 | 16 | -9 | -6 | -14
7 | COc1ccccc1N1CCN(C(=O)COc2cccc3ccccc23)CC1 | 5 | 3 | 14 | 6
8 | COc1ccc(CN(CC2CCC(C(=O)O)CC2)C(=S)Nc2ccccc2OC)cc1 (stereo unspecified) | 8 | -6 | 0 | 0
9 | CCOC(=O)[C@@H]1[C@H]2COc3cc(OC)ccc3[C@@H]2N2C(=O)N(c3ccc(F)cc3)C(=O)[C@]12C | 6 | 7 | -6 | -12
10 | CN1CCN(CC(=O)Nc2cc(N3CCOCC3)ccc2[N+](=O)[O-])CC1 | 9 | 6 | -51 | -14
11 | CCN1C(=O)c2ccccc2S(=O)c2ccc(C(=O)NCCN(CC(C)C)CC(C)C)cc21 (stereo unspecified) | 3 | 1 | -1 | 1
12 | CCC1(c2ccccc2)NC(=O)N(CC(=O)Nc2nnc(C3CC3)s2)C1=O (stereo unspecified) | 18 | -2 | -8 | 4

item | Gli-Sufu block | EBI2 block | Jurkat NFkB inh | APJ antagonist
1 | x | x | 6 | 8
2 | -4 | -2 | 10 | -7
3 | -4 | 8 | 6 | -1
4 | 16 | -7 | 8 | -13
5 | 17 | 10 | 11 | -46
6 | -5 | 4 | -11 | 12
7 | 3 | 2 | -19 | -9
8 | 2 | -7 | 5 | 4
9 | -7 | -6 | 4 | 14
10 | 13 | -7 | -20 | -13
11 | 12 | -2 | -5 | 0
12 | -8 | -2 | 17 | -13

Next results
item | Molecule | CCR6 antag | CXCR6 block | UBC13 inh | 697 NFkB inh
13 | CC(=O)c1cccc(N(C(=O)c2ccccn2)C(C(=O)NC2CCCCC2)c2ccccc2)c1 (stereo unspecified) | 6 | -2 | -2 | -2
14 | COc1cc2c(cc1OC)C(COc1cc(C)cc(C)c1)N(C(C)=O)CC2 (stereo unspecified) | 5 | 1 | 12 | -5
15 | CNC(=O)c1[nH]cnc1C(=O)Nc1ccc(F)cc1 | 13 | 3 | 5 | 11
16 | O=C1CCC(C(=O)Nc2ccccc2)N1 (stereo unspecified) | 2 | -2 | 5 | 9
17 | CCC(C)NC(=O)COc1ccc(OCc2ccccc2)cc1 (stereo unspecified) | 3 | -7 | 0 | -1
18 | COC(=O)Cn1c(O)c(N=NC(=O)CNC(=O)COc2cccc(C)c2)c2ccccc21 | 14 | -1 | -13 | -30
19 | Fc1cccc(Cl)c1CSc1nnc(-c2ccncc2)o1 | 14 | 8 | 8 | -67
20 | COC(=O)Nc1nn(Cc2ccccc2F)cc1Br | -8 | -3 | -11 | -1
21 | O=C(CC(Nc1ccc(Cl)cc1Cl)C(=O)O)c1ccccc1 (stereo unspecified) | 5 | -10 | 19 | -85
22 | Cc1noc(C)c1COC(=O)CCCOc1ccc(Cl)cc1Cl | 14 | 3 | 6 | 2
23 | COc1ccc([C@H]2[C@H](C(=O)OC(C)(C)C)N3N=Cc4ccccc4C3C23C(=O)c2ccccc2C3=O)cc1OC (stereo partly specified) | 14 | -2 | -33 | -12
24 | COc1ccc(-c2csc(NC(=O)c3ccc(S(=O)(=O)N4CCc5ccccc5C4)cc3)n2)cc1 | 16 | 7 | -3 | -44

item | Gli-Sufu block | EBI2 block | Jurkat NFkB inh | APJ antagonist
13 | -20 | 4 | -9 | 5
14 | 31 | 2 | 13 | -3
15 | -10 | 3 | -8 | 15
16 | 1 | -9 | 13 | 17
17 | -5 | -4 | 16 | 2
18 | -21 | -3 | -8 | -15
19 | -47 | -16 | -32 | 8
20 | -3 | 8 | -5 | -14
21 | 18 | -4 | -53 | 17
22 | -6 | -2 | 2 | 0
23 | 28 | 12 | 6 | -22
24 | 13 | 7 | 18 | -3

The listing continues.
item | Molecule | CCR6 antag | CXCR6 block | UBC13 inh | 697 NFkB inh
25 | COc1ccccc1CC(=O)NN1C(=O)NC2(CCC(C)CC2)C1=O (stereo unspecified) | -3 | -5 | 1 | 13
26 | O=C(CCSc1ccccc1)Nc1ccccc1Br | -2 | 1 | -11 | 13
27 | Cc1cc(C)c2c(CN3CCOCC3)cc(=O)oc2c1 | 9 | 6 | 7 | -1
28 | N#Cc1nc(COc2ccccc2Cl)oc1NCc1ccco1 | 26 | -10 | -6 | -13
29 | Cc1ccccc1OCC(=O)Nc1ccc(NC(=O)c2ccco2)cc1 | -30 | -8 | -8 | -28
30 | Nc1c(N)c2ccccc2oc1=O | 8 | -1 | -2 | 3
31 | COc1ccc(C(=O)Oc2cc(C)c(CN3CCOCC3)cc2C)cc1OC | 15 | 10 | 5 | 2
32 | Cc1ccc(-c2cc(Cc3ccc(N(C)C)cc3)c(=O)[nH]n2)cc1 | 5 | 4 | 9 | 6
33 | Cc1cc(=O)[nH]c(SCc2nnnn2-c2ccc(Cl)cc2)n1 | 4 | -2 | -1 | 3
34 | Cc1ccc(OC(=O)COc2ccccc2C)cc1 | 1 | -3 | 4 | 9
35 | O=C(CCC(=O)N(CC(=O)NC1CCCCC1)c1ccc(F)cc1)Nc1ccccn1 | 2 | 14 | 0 | 7
36 | O=C(c1ccc(Cl)nc1)N1CCN(S(=O)(=O)c2ccc(Cl)cc2)CC1 | -3 | -5 | -17 | 8

item | Gli-Sufu block | EBI2 block | Jurkat NFkB inh | APJ antagonist
25 | -4 | 1 | -4 | 7
26 | -11 | -2 | -26 | -10
27 | 3 | 5 | -12 | 20
28 | 8 | 9 | 2 | -2
29 | -5 | -3 | -20 | -8
30 | -4 | -13 | 3 | 6
31 | -18 | -4 | -3 | 1
32 | -26 | 8 | -6 | 7
33 | -4 | -5 | 0 | 7
34 | 12 | 6 | 5 | -8
35 | 1 | 1 | -2 | 2
36 | 1 | 8 | -2 | 4

Next section:
item | Molecule | CCR6 antag | CXCR6 block | UBC13 inh | 697 NFkB inh
37 | O=C(c1ccccc1)N1CCN(c2ccccc2)CC1 | 7 | -5 | x | x
38 | COc1ccc(OC)c(NC(=O)CSc2nnc(CNc3ccc(F)cc3)o2)c1 | 3 | 8 | 7 | -1
39 | COc1cc(/C=N\Nc2cc(=O)n(C)c(=O)n2C)ccc1O | 31 | 2 | -3 | 16
40 | O=C1CC(=O)Nc2cc(S(=O)(=O)N3CCN(c4ccc([N+](=O)[O-])cc4)CC3)ccc2N1 | 10 | 10 | 1 | -29
41 | Cc1cc2oc(C(=O)Nc3c(C)n(C)n(-c4ccccc4)c3=O)c(C)c2cc1Cl | 15 | -3 | -8 | 2
42 | CN(CC(=O)NCc1ccco1)CC(=O)Nc1ccc(F)c(F)c1F | 3 | 6 | -14 | -6
43 | Cc1ccc(-c2nc(CN3CCCCC3c3cccc(F)c3)c(C)o2)o1 (stereo unspecified) | 5 | 2 | -4 | 1
44 | Cc1ccc(NS(=O)(=O)c2ccc(C(=O)N3CCOCC3)cc2)cc1 | 6 | 1 | -8 | -31
45 | COc1ccc(-c2n[nH]c3c2CN(C(=O)c2ccc(OC)c(OC)c2)CC3)cc1 | 11 | -6 | 3 | -53
46 | O=C(NC(=S)NC1CCCCC1)c1ccccc1 | 15 | -5 | -1 | -77
47 | O=C(CN1C(=O)NC2(CCCC2)C1=O)NNC(=O)c1ccccc1F | 5 | -4 | 3 | 2
48 | O=C(NCc1ccco1)c1ccc(Cl)c(S(=O)(=O)N2CCOCC2)c1 | 4 | -4 | 4 | 19

item | Gli-Sufu block | EBI2 block | Jurkat NFkB inh | APJ antagonist
37 | 13 | -12 | x | x
38 | -5 | -3 | 0 | -6
39 | 1 | -5 | -10 | -6
40 | 4 | -2 | -5 | -21
41 | 24 | -4 | 9 | 3
42 | 8 | 3 | 7 | 5
43 | 5 | 8 | 13 | 6
44 | 22 | -9 | -10 | 9
45 | 5 | 19 | 47 | -12
46 | -39 | 10 | -21 | -6
47 | -3 | -5 | -12 | 2
48 | 1 | 1 | 3 | 5

The results go on.
item | Molecule | CCR6 antag | CXCR6 block | UBC13 inh | 697 NFkB inh
49 | CCOC(=O)c1ccc2c(c1)sc(=NC(=O)c1ccco1)n2CCOC | -5 | -4 | 11 | -25
50 | CN(Cc1c(C(=O)N/N=C/c2cc(F)ccc2F)nnn1-c1nonc1N)C1CCCCC1 | 12 | 3 | -13 | -14
51 | CSCCC(NC(=O)c1ccc(Cl)cc1Cl)C(=O)NNC(=O)c1ccncc1 (stereo unspecified) | -1 | 6 | 0 | 13
52 | CCN1C(=O)N[C@@H](c2cccc(C(F)(F)F)c2)C(C(=O)OC)=C1C | 0 | -1 | -4 | 7
53 | CSc1nnc(C(C)(C)C)c(=O)n1/N=C/c1c(O)ccc2ccccc12 | 19 | -4 | -4 | 10
54 | Clc1ccc(Cc2ccc(SCc3ccccc3)nn2)c(Cl)c1 | 22 | 5 | -13 | -10
55 | CCOc1ccc2[nH]c3c(NCCC(C)C)ncnc3c2c1 | 7 | 8 | 4 | -17
56 | CC(=O)Nc1ccc(NS(=O)(=O)c2ccc3ccccc3c2)cc1 | 16 | 9 | 0 | 10
57 | COc1ccc(-c2nn(-c3ccccc3)cc2/C=N/NC(=O)c2ccc3c(c2)OCO3)cc1 | x | x | -8 | -7
58 | COc1ccccc1OCC(=O)NNC(=O)c1ccc2c(=O)n3c(nc2c1)CCC3 | -1 | 0 | 3 | 7

item | Gli-Sufu block | EBI2 block | Jurkat NFkB inh | APJ antagonist
49 | -1 | 7 | -2 | -5
50 | -4 | 20 | -4 | -13
51 | -5 | 9 | 4 | 8
52 | -6 | -2 | 7 | -57
53 | -1 | -11 | 7 | 21
54 | -1 | 23 | -5 | -9
55 | 21 | 37 | -24 | -5
56 | 1 | -9 | -8 | 4
57 | x | x | -32 | -15
58 | -3 | 1 | -3 | 2

Entries listed so far with an NH in an aromatic ring, in the order listed:
item | Molecule | CCR6 antag | CXCR6 block | UBC13 inh | 697 NFkB inh
1 | C#CCOCCOCCOCCNc1nc(N2CCN(C(=O)[C@H]([C@@H](C)CC)n3cc([C@@H](N)CC(C)C)nn3)CC2)nc(N2CCN(C(=O)[C@H](Cc3cc4ccccc4[nH]3)n3cc([C@@H](N)CC(C)C)nn3)CC2)n1 | x | x | 40 | 27
4 | CN1[C@@H]2CC[C@H]1CC(OC(=O)c1c[nH]c3ccccc13)C2 (stereo partly specified) | 5 | 1 | 1 | 12
5 | O=C(NCc1nc2ccccc2[nH]1)C1=C[C@@H](c2ccc(C(F)(F)F)cc2)C[C@@H](OCc2ccc(CO)cc2)O1 | -1 | 7 | -14 | -11
15 | CNC(=O)c1[nH]cnc1C(=O)Nc1ccc(F)cc1 | 13 | 3 | 5 | 11
32 | Cc1ccc(-c2cc(Cc3ccc(N(C)C)cc3)c(=O)[nH]n2)cc1 | 5 | 4 | 9 | 6
33 | Cc1cc(=O)[nH]c(SCc2nnnn2-c2ccc(Cl)cc2)n1 | 4 | -2 | -1 | 3
45 | COc1ccc(-c2n[nH]c3c2CN(C(=O)c2ccc(OC)c(OC)c2)CC3)cc1 | 11 | -6 | 3 | -53
55 | CCOc1ccc2[nH]c3c(NCCC(C)C)ncnc3c2c1 | 7 | 8 | 4 | -17

item | Gli-Sufu block | EBI2 block | Jurkat NFkB inh | APJ antagonist
1 | x | x | 6 | 8
4 | 16 | -7 | 8 | -13
5 | 17 | 10 | 11 | -46
15 | -10 | 3 | -8 | 15
32 | -26 | 8 | -6 | 7
33 | -4 | -5 | 0 | 7
45 | 5 | 19 | 47 | -12
55 | 21 | 37 | -24 | -5

Not a hit list; 3% or so of the library scored in one or more.
